Screening results as filed in PubChem BioAssay.
TNAP activators: human TNAP enzyme activators, primary screen, biochemical, luminescent, no phosphate acceptor, uHTS (AID 1001); activation fold at 20 µM, or EC50 in µM where a hit was titrated; Alkaline phosphatase, tissue-nonspecific isozyme (Homo sapiens); hit rate 0.03% among 200,000; purified TNAP, luminescent activation assay, no phosphate acceptor; higher activation fold means a stronger effect; in the data active = activation fold from about 3, or a potency from the dose series; inactive = the rest, 99 in 100 with activation fold below about 1.6; note: many of its hits are not listed in these tables
RSV antiviral HEp-2: RSV antiviral activity via CPE protection, HEp-2 cells, primary 10 µM value included (AID 2391). one-dose CPE inhibition, % at 10 µM; IC50 in µM for titrated hits. hit rate 0.13% among 310,000. HEp-2 cells, RSV-induced CPE inhibition; higher % means a stronger effect; in the data active = a potency from the dose series; inconclusive = CPE inhibition mostly from about 23% at the one dose, without a potency; inactive = the rest, 99 in 100 with CPE inhibition below about 21%; note: strong numbers were not always called active
WT yeast gro inh: growth inhibition of WT strain, primary screen, mitochondrial fusion inhibitor project, WT and mutant strains, chemical genetic; hit rate 2.1% among 190,000; inhibition, % at 10 µM; mitochondrial fusion phenotypic screen; AID 1362, 2008; in the data active = inhibition above about 58%; tested in S. cerevisiae
XIAP antagonists: XIAP antagonists, biochemical, IAP family, fluorescence polarization (AID 1018). XIAP BIR domain, fluorescence polarization peptide displacement; higher % means a stronger effect. one-dose displacement, % at 20 µM; IC50 in µM for titrated hits. hit rate 0.007% among 200,000; in the data active = displacement above about 50%; note: a part of the inactive calls stands beside numbers as strong as those of hits
Myeloid diff 2: induction of myeloid progenitor differentiation, primary screen, cell-based, flow cytometry, MLPCN library; hit rate 1% among 360,000; calls only at 10 µM; ER-HoxA9 myeloid progenitors, lysozyme-GFP differentiation;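 active = normalized GFP-positive differentiation at or above the plate's own cutoff, the solvent-only control mean plus 3 SD; inconclusive = no clear call, values can overlap the other calls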;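 note: cells exposed to compound for four days before flow analysis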
Siah-1 displacement: Siah-1 peptide-binding antagonists, primary screen, biochemical, fluorescence polarization, rhodamine-plectin, uHTS (AID 1817) | E3 ubiquitin-protein ligase SIAH1 (Homo sapiens) | Siah-1 / rhodamine-plectin peptide fluorescence polarization; higher % means a stronger effect | one-dose displacement, % at 20 µM; IC50 in µM for titrated hits | hit rate 0.02% among 290,000;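 active = displacement of at least 50% at 20 µM, with a fluorescence ratio check between 0.3 and a set limit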;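 note: plate controls were Siah plus tracer with DMSO for no effect and tracer alone without Siah for full effect; strong numbers were not always called active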
Salmonella PhoP GFP: inhibitors of PhoP regulon expression, primary screen, Salmonella Typhimurium, GFP reporter (AID 1863) | inhibition, % at 50 µM; hits with a dose series show IC50 in µM | S. Typhimurium PhoP-regulated promoter GFP reporter, 4 h; higher % means a stronger effect | hit rate 0.16% among 300,000;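 active = inhibition over 29.93%, a cutoff 3 SD above the screen mean, later confirmed by dose response; inconclusive = inhibition over 29.93% but no dose response follow-up; inactive = inhibition at most 29.93% or unconfirmed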;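 note: 0% = low Mg2+ inducing control and 100% = high Mg2+ repressing control; strong numbers were not always called active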
PMI inhibition: human PMI inhibitors, high substrate, primary screen, biochemical, fluorescence intensity, high mannose 6-phosphate (AID 1220); inhibition, % at 20 µM, or IC50 in µM where a hit was titrated; recombinant PMI enzyme, coupled fluorescence intensity; higher % means a stronger effect; hit rate 0.66% among 190,000; Mannose-6-phosphate isomerase (Homo sapiens)
human PMI inhibition: inhibitors of human PMI, primary screen, biochemical, fluorescence intensity, coupled assay (AID 1209); purified PMI enzyme, coupled fluorescence intensity; higher % means a stronger effect; inhibition, % at 20 µM, or IC50 in µM where a hit was titrated; hit rate 0.42% among 190,000;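 note: plate controls were DMSO vehicle for no effect and wells lacking substrate for full effect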
WT yeast gro inh mutant strain: further read-out of WT yeast gro inh, marked with its call; inhibition, %; mitochondrial fusion phenotypic screen, mutant strain inhibition
Myeloid diff 2 GFP+ MAC1+ %: also measured in Myeloid diff 2; calls as there; GFP+ MAC1+ double positive, %; measured here: differentiation confirmed by MAC1 staining
The depositor's hits bear a star; i = inactive; ? = inconclusive; . = not tested or not shown; + = active, no number. Cut-off read from the data, not from the text of the source, unless noted: active = inhibition above about 50%; inactive = the rest.

SMILES	TNAP activators	RSV antiviral HEp-2	WT yeast gro inh	WT yeast gro inh mutant strain	XIAP antagonists	Myeloid diff 2	Myeloid diff 2 GFP+ MAC1+ %	Siah-1 displacement	Salmonella PhoP GFP	PMI inhibition	human PMI inhibition
O=C(CSc1ncnc2ccccc12)NCCCO	1.2	0.9%	3	-15	-7.2%	i	1.7	-3%	1%	-2%	1%
Fc1cccc(Cl)c1Cn1nnc(-c2ccc3c(c2)OCO3)n1	1.1	38%	39	1	-1.0%	i	0.7	0%	8%	19%	19%
Cc1ccc(-c2cc(=O)c3cc(Cl)ccc3[nH]2)cc1	1.1	2.2%	2	12	-5.4%	.	.	22%	-11%	-8%	4%
Cc1c(C=O)c2ccccc2n1CC(=O)O	1.1	2.7%	-7	4	-2.0%	i	0.1	7%	-1%	-5%	1%
CC(C)C(OC(=O)c1cccs1)C(=O)NCc1ccc2c(c1)OCO2 (stereo unspecified)	1	-1.3%	19	17	12%	i	1.0	0%	12%	0%	1%
Cc1ccc2c(NC(=S)NC(=O)c3ccccc3)cccc2n1	.	14%	.	.	.	i	0.0	1%	-7%	.	.
Cc1ccc(NC(=O)C2CC(O)CN2C(=O)Oc2ccccc2)c(C)c1 (stereo unspecified)	.	1.2%	.	.	.	i	0.6	16%	0%	.	.
CC(C(=O)NCCN1C(=O)S/C(=C\c2cccs2)C1=O)N1C(=O)c2ccccc2C1=O (stereo unspecified)	1	1.5%	6	6	-4.8%	i	0.7	0%	12%	-3%	7%
Cc1cc(N/C=C\c2nnnn2-c2ccccc2)no1	1.1	1.0%	-21	-7	-1.3%	i	0.6	12%	-1%	-7%	-8%
N#CC1=C(N)Oc2cc(O)ccc2C1c1ccccc1 (stereo unspecified)	1	2.5%	-5	-4	-1.0%	i	1.8	1%	9%	7%	6%
Cc1cc([N+](=O)[O-])nn1CC(=O)Nc1ccc(Cl)cn1	1.1	-0.6%	10	5	-12%	i	0.6	3%	5%	-12%	-7%
O=C(NC1CCN(S(=O)(=O)c2cccc(F)c2)CC1)c1cccc(F)c1	.	0.1%	.	.	.	i	0.4	2%	-4%	.	.
COc1ccc(C(=O)NCCc2ccc(C)cc2)cc1OC1CCN(C(C)=O)CC1	.	1.2%	.	.	.	i	0.6	8%	-1%	.	.
CC(C)C(NC(=O)C(C)N1C(=O)c2ccccc2C1=O)c1ccccc1 (stereo unspecified)	.	0.9%	.	.	.	i	1.8	5%	1%	.	.
Cc1ccc(S(=O)(=O)CCC(=O)Nc2cccc(Cl)c2)cc1	.	2.4%	.	.	.	i	1.1	-2%	0%	.	.
Cc1ccc(Cl)cc1NC(=O)CCC(=O)O	.	1.0%	.	.	.	i	0.5	5%	-9%	.	.
COc1ccc(NC(=O)C(=O)c2cn(CC(=O)N3CCCC3)c3ccccc23)cc1OC	.	8.8%	.	.	.	i	1.5	0%	6%	.	.
CCC1N=C(SC)NC(C)=C1C(=O)c1ccccc1 (stereo unspecified)	1.1	-1.1%	0	10	-2.6%	i	0.6	5%	5%	-75%	-37%
CCOC(=O)c1c(NC(=O)CSc2ncccn2)sc2c1CC(C)(C)NC2(C)C	.	-0.4%	.	.	.	i	0.3	-1%	-4%	.	.
CN(C)CCCN1C(=O)c2cccc3c([N+](=O)[O-])ccc(c23)C1=O	1	-1.6%	58	59	-9.4%	?	.	-8%	-203%	30%	14%
CC1CC(C)CN(S(=O)(=O)N2CCCC(C(=O)NC(C)c3ccccc3)C2)C1 (stereo unspecified)	.	0.6%	.	.	.	i	1.1	-2%	1%	.	.
CCOc1ccccc1N(CC(=O)NC1CCCC1)C(=O)CCCC(=O)Nc1ccccn1	1.1	0.8%	-12	-38	-0.5%	i	1.1	0%	-10%	5%	8%
O=C(Nc1ccc(NC(=O)c2ccco2)cc1)c1ccco1	.	0.9%	.	.	.	i	1.7	5%	2%	.	.
O=C(N/N=C/C=C/c1ccccc1[N+](=O)[O-])c1cc(-c2ccccc2)n[nH]1	0.4	0.7%	1	2	-5.7%	i	0.3	0%	12%	28%	21%
CC(=O)N1c2ccc(S(=O)(=O)NCCc3ccc(S(N)(=O)=O)cc3)cc2CC1C (stereo unspecified)	.	1.7%	.	.	.	i	3.3	0%	-8%	.	.
Cc1cc(Nc2ccc(F)c(Cl)c2)n2nc(C)nc2n1	1	2.3%	7	-3	-4.8%	i	3.1	5%	2%	-3%	-3%
O=C(Cc1ccccc1)N1CCNCC1	1.1	-1.1%	5	-2	-7.5%	i	0.0	-7%	2%	-6%	-15%
CCOc1ccc(/C=C2\SC(N3CCCCC3)=NC2=O)cc1	.	?	.	.	.	i	0.7	-2%	-4%	.	.
Cc1c(Cl)cccc1NC(=O)NN1CCN(C)CC1	.	0.4%	.	.	.	+	9.3*	1%	0%	.	.
CC(C)(C)c1ccc(C(=O)c2cn[nH]c2-c2ccccc2O)cc1	.	8.2%	.	.	.	i	1.3	12%	24%	.	.
CCCCN1C(=O)C(=O)NC[C@@H]1C(C)O (stereo partly specified)	.	0.1%	.	.	.	i	1.9	-2%	-4%	.	.
Cc1oc(C)c2c(=O)ccc3c(c12)OC(N)=C(C#N)C3c1ccc(F)cc1 (stereo unspecified)	1.1	58%	-20	-8	-3.8%	+	1.4*	0%	-9%	37%	3%
O=C(N1CCC(n2nc(-c3ccccc3)oc2=O)CC1)C1(c2ccc(Cl)cc2)CC1	.	15%	.	.	.	i	0.0	-2%	-7%	.	.
Cc1ccccc1N(C(=O)c1csnn1)C(C(=O)NC(C)(C)C)c1cccs1 (stereo unspecified)	1.1	0.0%	9	-6	0.3%	i	0.4	6%	7%	2%	1%
O=C(Cc1ccccc1)Nc1ccc(NC(=O)c2ccco2)nc1	1.2	1.4%	-22	-21	-1.5%	i	0.8	1%	1%	6%	6%
COc1ccc(NCc2nnc(SCC#N)n2-c2ccccc2OC)cc1	1.1	0.7%	11	12	-2.0%	i	0.8	4%	-3%	17%	12%
C/C(=N\Nc1ccccn1)c1cccs1	1	5.0%	34	30	-12%	i	0.4	-6%	10%	9%	-6%
CN(C)S(=O)(=O)Oc1ccc(C(=O)Nc2cccc(Cl)c2)cc1	1.1	3.4%	4	1	-4.6%	i	0.6	2%	-9%	4%	6%
CCN(CC)CCCNC(=O)c1oc2ccc(S(=O)(=O)N3CC(C)CC(C)C3)cc2c1C (stereo unspecified)	.	-1.4%	.	.	.	i	0.2	-1%	5%	.	.
Cc1ccc(NCc2ccco2)cc1C	1.1	6.7%	-3	1	-2.8%	i	0.5	4%	.	28%	11%
COc1ccc(S(=O)(=O)NNC(=O)C(=O)NNc2ccccn2)cc1	.	-0.6%	.	.	.	i	0.2	-8%	12%	.	.
CC(C)C1=NN(C(=O)c2ccccc2)C(O)(C(C)(C)C)C1 (stereo unspecified)	1.1	1.5%	1	13	-3.3%	i	0.4	4%	-18%	-8%	-8%
CCc1ccc(C(=O)N/N=C(\C)c2cccnc2)s1	.	1.4%	.	.	.	i	0.8	-2%	11%	.	.
Cn1c(CCNC(=O)c2ccc(Cl)cc2)n[nH]c1=S	0.9	1.3%	-1	-10	-1.1%	i	0.4	-6%	-5%	-7%	-1%
COc1ccc(C2N(c3ccc(OC)cc3)C(=O)C3CCCN32)cc1 (stereo unspecified)	1.1	-0.9%	4	4	-3.7%	i	0.7	-2%	5%	1%	-4%
CCN(C(=O)c1ccc2c(Cl)c3c(nc2c1)CCC3)c1ccc(C)c(C)c1	1	11%	94*	82*	-1.7%	i	2.3	4%	5%	5%	5%
COC(=O)[C@H](Cc1ccccc1)NC(=O)NCc1ccccc1	.	1.6%	.	.	.	i	0.3	-4%	-2%	.	.
Cc1ccc(-n2ncc3c(NCc4cccnc4)ncnc32)cc1C	.	0.0%	.	.	.	?	.	0%	7%	.	.

Single entries from the results shown:
Myeloid diff 2 GFP+ MAC1+ %, `COc1ccc(S(=O)(=O)NNC(=O)C(=O)NNc2ccccn2)cc1` → 0.2
Siah-1 displacement, `CCc1ccc(C(=O)N/N=C(\C)c2cccnc2)s1` → -2%
Myeloid diff 2 GFP+ MAC1+ %, `C/C(=N\Nc1ccccn1)c1cccs1` → 0.4

The list continues.
SMILES	TNAP activators	RSV antiviral HEp-2	WT yeast gro inh	WT yeast gro inh mutant strain	XIAP antagonists	Myeloid diff 2	Myeloid diff 2 GFP+ MAC1+ %	Siah-1 displacement	Salmonella PhoP GFP	PMI inhibition	human PMI inhibition
N#CCCn1c(C(C#N)(CCC#N)CCC#N)nc2ccccc21	1	-0.1%	0	-1	1.2%	i	8.0	6%	0%	0%	2%
COc1ccc(CCC(=O)NCc2ccco2)cc1	1.1	2.6%	-6	10	-3.3%	i	1.4	2%	-10%	0%	14%
CC(C)(C)n1nc2c(c1NC(=O)c1cc3ccccc3o1)CSC2	1.1	1.6%	4	3	-2.3%	i	0.8	7%	-4%	1%	-1%
O=C(COc1ccccc1)n1nc(-c2ccc(Cl)cc2)nc1NCc1ccco1	0.6	2.4%	15	21	-6.0%	i	0.4	-3%	-11%	-14%	-2%
Cc1cc(C)cc(NC(=O)c2nccnc2C(=O)O)c1	1.1	1.4%	5	15	-3.7%	i	2.6	3%	5%	7%	10%
NC(=O)C1CCN(CC(=O)Nc2nccs2)CC1	.	1.0%	.	.	.	i	0.3	8%	-3%	.	.
Cc1ccc(C)c(S(=O)(=O)/N=C2\C=C(NS(=O)(=O)c3ccccc3)C(=O)c3ccccc32)c1	.	-2.4%	.	.	.	i	1.3	10%	5%	.	.
COC(=O)c1ccccc1OC(=O)c1cc[n+]([O-])cc1	1.1	2.6%	4	-1	-4.3%	i	0.6	0%	-8%	11%	9%
C#CCn1c(S(=O)(=O)Cc2ccc(OC)cc2)nc(-c2ccccc2)c1-c1ccccc1	1.1	3.7%	.	.	-2.7%	i	8.2	-4%	-1%	17%	16%
COc1cccc(-n2c(-c3ccco3)nc3nc4ccccc4nc32)c1	1.1	2.9%	-6	-18	-5.1%	i	1.2	38%	-3%	-2%	-1%
O/N=C(\c1ccc(Cl)cc1Cl)c1ncc(C(F)(F)F)cc1Cl	1	14%	85*	16*	-3.3%	i	0.4	-4%	2%	3%	10%
Cc1ccc(NC(=S)NNc2ncc(C(F)(F)F)cc2Cl)cc1	1.6	1.0%	25	18	1.5%	i	0.1	-6%	23%	-3%	1%
CCOc1cccc(/C=N/NC(=O)C2CCCC2)c1O	.	3.0%	.	.	.	i	0.6	4%	2%	.	.
